Screening results (PubChem)
FN deposit inh: fibronectin deposition inhibition. 0.086% of 350,000 active. inhibition, % at 12.6 µM. AH1F fibroblasts, Alexa488-fibronectin deposition fluorescence, overnight;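 active means mean inhibition across replicates of 30% or more, regardless of how many single replicates reach that level; inconclusive means mean under 30% yet at least half of replicates reach 30%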;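 further: positive control wells lacked labelled fibronectin entirely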
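Test system: AH1F fibroblast monolayer depositing Alexa488-labelled fibronectin into matrix. Input: 10000 cells per well. Technique: fluorescence, ex 485 nm, em 525 nm. Buffer or medium: DMEM plus 2% serum, read in PBS. Timing: 1 h cell adhesion before compound, then overnight fibronectin incubation. Compound: single dose, pinned. Read-out basis: inhibition from reduced deposited-fibronectin fluorescence.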
EWS-Fli inh: EWS/Fli transcriptional activity inhibition; A673 NR0B1-luciferase reporter, viability-normalised; inhibition, % at 12.6 µM; 0.67% of 350,000 active; AID 651661;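 active means mean inhibition of at least 50% after viability correction, with every replicate also passing that limit; inconclusive means mean reaches 50% but only one of two replicates passes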;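 further: firefly luciferase signal divided by Alamar Blue viability fluorescence both relative to DMSO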
PAX8 inh HTS: PAX8 transcriptional activity inhibition. RMG-I TPO-luciferase reporter, SteadyGlo, 24 h. inhibition, % at 12.6 µM. 1.2% of 360,000 active;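 active means mean replicate inhibition at least 60% with every replicate also reaching 60%; inconclusive means only one of the two criteria is met; inactive means mean below 60% and not all replicates reaching 60%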;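 further: luciferase light reporting Pax8 driven TPO promoter activity; plate controls were median of neutral control wells for no effect and mitoxantrone controls for full effect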
F508del corr: CFTR F508del correction in bronchial cells; CFBE cells, YFP halide quenching; stimulated with forskolin plus potentiator P3; % fluorescence drop versus neutral controls; activity (quench increase), % at 7.58 µM; 0.36% of 350,000 active; AID 720511;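 active means mean added fluorescence quench of at least 8% versus neutral control, with both replicates also reaching 8%; inconclusive means only one of the mean or replicate conditions met; inactive means mean below 8% and not both replicates reaching 8%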;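 further: cells transiently co-express mutant CFTR-F508del with the halide-sensitive YFP; corrector assay measuring rescue of mutant channel to the surface after 24 h compound exposure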
miR-122 sensor: inhibitors of miR-122 in Huh7 cells. 0.3% of 340,000 active. activation (reporter increase), % at 12.5 µM. Huh7 miR-122 Renilla luciferase sensor, 48 h; neutral wells = 0, positive control = 100. AID 602342;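 active means mean replicate activation score at least 90 and every replicate individually at or above 90; inconclusive means only one of the two criteria met; inactive means neither criterion met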;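 further: higher luciferase means less miR-122 activity so hits act as miR-122 inhibitors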
DENV2 CPE: DENV2-induced cell death inhibition; DENV2-infected cells, cytopathic effect rescue, plate reader; CPE inhibition, % at 9.99 µM; 1.7% of 350,000 active; AID 651640; in the data active means CPE inhibition above about 20%, passing the limit was not always enough; inconclusive means no clear call, values can overlap the other calls; tested in BHK-21 cells;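 further: 0% = median of neutral control wells and 100% = median of positive control wells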
GSIS activator: GLuc luminescence reporter in INS-1E cells, primary screen for activators of glucose-dependent secretion of insulin; INS-1E GLuc reporter insulin secretion, 2-3 h; activation, % at 16.6 µM; 0.61% of 370,000 active;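 active means lowest replicate activation of at least 40%, so every replicate reaches that level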;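 further: 0% = median of neutral control wells and 100% = median of IBMX positive control wells; some compounds called inactive have numbers as strong as hits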
Active calls of the source: *; ? = inconclusive; . = not tested or not shown; [ ] = another dose, or the depositor's remark.

SMILES	FN deposit inh	EWS-Fli inh	PAX8 inh HTS	F508del corr	miR-122 sensor	DENV2 CPE	GSIS activator
Cc1cc(OCc2cc(C(=O)NCc3csc(C(C)C)n3)no2)cc(C)c1Cl	-5	.	3	2.0	1	?	-3
COc1ccc(NC(=O)c2[nH]c(C)c(C(C)=O)c2C)cc1S(=O)(=O)N1CCOCC1	2	.	10	.	.	.	12
CCN(CC)CCNCC(=O)Nc1ccc(Oc2ccccc2)cc1	4	12	3	-3.2	6	1	34
COc1ccccc1/C=C/C(=O)N1CCC(c2ccccc2)C1 (stereo not given)	-11	-16	-67	.	.	-2	-3
COc1ccc(S(=O)(=O)N2CCN(C(=O)CCSc3ccccc3)CC2)cc1	-4	6	16	0.8	-4	-2	-12
Cc1cccc(C)c1OCc1cc(C(=O)N2CCN3CCCC3C2)no1 (stereo not given)	-5	.	-76	0.3	.	-7	2
C[C@@H]1CCCCO[C@H](CN(C)C(=O)NC2CCCCC2)[C@H](C)CN([C@H](C)CO)C(=O)c2cc(NS(=O)(=O)c3ccc(F)cc3)ccc2O1	-5	?	14	-0.1	-9[16.7 µM]	8	-34
COC(=O)c1cc(NC(=O)c2cc(C(C)(C)C)nn2Cc2ccc(F)cc2)ccc1N1CCOCC1	-6	1	25	-1.1	-5	-4	-2
CC(C)NC(=O)N1CC2(C1)[C@@H](c1ccccc1)[C@H](CO)N2C(=O)C1CCC1	-8	20	-3	2.0	.	7	10
C[C@@H]1CN([C@H](C)CO)C(=O)c2cccc(NC(=O)Nc3cccc4ccccc34)c2O[C@H]1CN(C)S(C)(=O)=O	10	10	17	-0.7	1[16.7 µM]	1	-11
COc1ccccc1C(CNC(=O)c1cccc(S(=O)(=O)NCc2ccccc2)c1)N(C)C (stereo not given)	-6	3	-5	0.3	-2	-1	10
O=C(OCC(=O)N1CCCc2ccccc21)c1ccc(C(F)(F)F)cc1	-5	-7	-9	0.2	-5	1	-52
CC1CCc2sc(C(=O)N/N=C/c3ccc(O)cc3)cc2C1 (stereo not given)	17	1	-24	0.6	0	-3	-11
CCOC(=O)/C(C#N)=C1/SC(CC)C(=O)N1c1ccc(Br)cc1 (stereo not given)	-4	.	7	.	-10	.	.
C[C@@H]1CN([C@@H](C)CO)C(=O)Cc2cc(NC(=O)CCC(F)(F)F)ccc2O[C@@H]1CN(C)C(=O)Nc1ccccc1	.	-5	-13	1.9	0[16.7 µM]	11	5
COc1ccc(C(=O)NCC(=O)OCC(=O)Nc2sccc2C#N)cc1OC	-14	-1	-27	0.7	.	2	51*
CCOP(=O)(OCC)C(Nc1ccc(F)cc1)c1ccccc1 (stereo not given)	2	19	7	0.4	-2	1	.
COc1ccc(C#Cc2ccc3c(c2)[C@H]2[C@H](CCN2S(=O)(=O)c2ccccc2C)[C@H](CO)N3C)cc1	-13	-5	-11	2.2	27[16.7 µM]	-2	2
Cc1ccc(/C=C(\C#N)C(=O)NC(C)c2ccccc2)o1 (stereo not given)	.	.	9	-1.3	.	0	7
CN(C)C(=O)C[C@H]1CC[C@@H](NC(=O)c2ccc(F)cc2)[C@@H](CO)O1	10	-11	-4	-0.8	7[16.7 µM]	5	-5
C[C@H](CO)N1C[C@H](C)[C@H](CN(C)C(=O)NC2CCCCC2)Oc2c(NC(=O)c3cnccn3)cccc2C1=O	8	2	-3	-1.5	8[16.7 µM]	6	6
O=C(NCC1CCCO1)C(c1ccncc1)N(Cc1cccs1)C(=O)CN1C(=O)c2ccccc2S1(=O)=O (stereo not given)	1	-4	-12	-0.5	-2	14	31
CC(C)CN(C(=O)CC1OC(=O)c2ccccc21)c1c(N)n(Cc2ccccc2)c(=O)[nH]c1=O (stereo not given)	0	-3	5	-1.1	.	7	23
Cc1ccc(Nc2nc(-c3ccccc3)cs2)nc1	-7	16	-42	1.9	6	-5	4
O=C(Nc1cccc(F)c1)N1CC(=O)N2[C@H](CO)[C@@H](c3ccc(-c4ccccc4F)cc3)[C@H]2C1	.	.	.	4.8	.	-3	-9

By substructure, the compounds so far containing a cyano group (three)
SMILES	FN deposit inh	EWS-Fli inh	PAX8 inh HTS	F508del corr	miR-122 sensor	DENV2 CPE	GSIS activator
CCOC(=O)/C(C#N)=C1/SC(CC)C(=O)N1c1ccc(Br)cc1 (stereo not given)	-4	.	7	.	-10	.	.
COc1ccc(C(=O)NCC(=O)OCC(=O)Nc2sccc2C#N)cc1OC	-14	-1	-27	0.7	.	2	51*
Cc1ccc(/C=C(\C#N)C(=O)NC(C)c2ccccc2)o1 (stereo not given)	.	.	9	-1.3	.	0	7

A different layout for some results above.
| compound | FN deposit inh | EWS-Fli inh | PAX8 inh HTS | F508del corr | miR-122 sensor | DENV2 CPE | GSIS activator |
| --- | --- | --- | --- | --- | --- | --- | --- |
| COc1ccc(S(=O)(=O)N2CCN(C(=O)CCSc3ccccc3)CC2)cc1 | -4 | 6 | 16 | 0.8 | -4 | -2 | -12 |
| C[C@@H]1CN([C@@H](C)CO)C(=O)Cc2cc(NC(=O)CCC(F)(F)F)ccc2O[C@@H]1CN(C)C(=O)Nc1ccccc1 | . | -5 | -13 | 1.9 | 0[16.7 µM] | 11 | 5 |
| COC(=O)c1cc(NC(=O)c2cc(C(C)(C)C)nn2Cc2ccc(F)cc2)ccc1N1CCOCC1 | -6 | 1 | 25 | -1.1 | -5 | -4 | -2 |
| COc1ccc(C(=O)NCC(=O)OCC(=O)Nc2sccc2C#N)cc1OC | -14 | -1 | -27 | 0.7 | . | 2 | 51* |

Compound profiles, as listed above. Order of screens: FN deposit inh	EWS-Fli inh	PAX8 inh HTS	F508del corr	miR-122 sensor	DENV2 CPE	GSIS activator
Record of `Cc1ccc(/C=C(\C#N)C(=O)NC(C)c2ccccc2)o1` (stereo not given) = .	.	9	-1.3	.	0	7
Record of `CN(C)C(=O)C[C@H]1CC[C@@H](NC(=O)c2ccc(F)cc2)[C@@H](CO)O1` = 10	-11	-4	-0.8	7[16.7 µM]	5	-5
Record of `C[C@@H]1CCCCO[C@H](CN(C)C(=O)NC2CCCCC2)[C@H](C)CN([C@H](C)CO)C(=O)c2cc(NS(=O)(=O)c3ccc(F)cc3)ccc2O1` = -5	?	14	-0.1	-9[16.7 µM]	8	-34

The list continues:
SMILES	FN deposit inh	EWS-Fli inh	PAX8 inh HTS	F508del corr	miR-122 sensor	DENV2 CPE	GSIS activator
CCCC1S/C(=N/N=C/c2ccco2)NC1=O (stereo not given)	-1	.	31	.	.	.	15
CC(=O)NCCc1nc2cc(NS(=O)(=O)c3ccc(Cl)cc3)ccc2n1C	5	-2	-2	0.6	-9	1	2
COc1ccccc1S(=O)(=O)N(C)C[C@@H]1Oc2cc(C#CCC(C)C)ccc2S(=O)(=O)N([C@H](C)CO)C[C@H]1C	.	33	.	-1.3	1[16.7 µM]	?	-12
O=C(C[C@@H]1CC[C@@H]2[C@H](COC[C@@H](O)CN2C(=O)c2ccccc2F)O1)N1CCCCC1	1	7	56	-0.3	1[16.7 µM]	2	4
Cc1cc(C)n(-c2nncn2/N=C/c2ccccc2F)n1	3	.	0	.	11	.	.
CN(C)CC#Cc1ccc([C@@H]2[C@@H](CO)N3CCCCN(C(=O)Nc4ccccc4F)C[C@H]23)cc1	.	-13	-10	-0.1	1[16.7 µM]	?	-4
C[C@@H]1CN([C@@H](C)CO)C(=O)c2cc(NS(=O)(=O)c3ccc(Cl)cc3)ccc2O[C@@H]1CN(C)C(=O)Nc1ccc(F)cc1	.	8	-1	-1.3	-2[16.7 µM]	2	-4
CC(C)(C)OC(=O)NCCc1onc(-c2ccccc2F)c1C(=O)O	.	-8	18	1.9	-1	-20	0
O=C(COC(=O)c1ccc(Br)cc1)NC(=O)NCc1ccccc1	-5	4	-7	-0.4	0	3	6
Cc1ccc(S(=O)(=O)N[C@@H]2CC[C@@H](CC(=O)N3CCN(c4ccccc4)CC3)O[C@H]2CO)cc1	.	-5	19	-5.2	.	1	-10
O=C(COc1cc(F)ccc1[N+](=O)[O-])N1N=C(c2cccs2)CC1c1ccco1 (stereo not given)	-2	-13	-12	-1.6	.	7	9
O=C(C[N+]12CC[N+](CC(=O)c3ccc(F)cc3)(CC1)CC2)c1ccc(F)cc1	4	0	4	1.0	-1	-9	-1
Cc1onc(-c2c(F)cccc2Cl)c1C(=O)N[C@@H]1C(=O)N2C(C(=O)O)C(C)(C)S[C@H]12 (stereo not given in full)	.	6	-1	1.7	0	-11	-3
COCCN1C[C@@H](CO)O[C@@H](n2cnc3c(N4CCOCC4)ncnc32)C1	-4	-3	3	-1.4	2	9	41
COCC#Cc1ccc2c(c1)O[C@@H](CN(C)C(=O)C1CCOCC1)[C@H](C)CN([C@@H](C)CO)S2(=O)=O	-7	-1	.	-1.2	5[16.7 µM]	1	9
N#CC1=C(N)Oc2cc(O)ccc2C1c1ccc(Br)s1 (stereo not given)	-4	0	33	-6.0	-7	-5	-10
O=C(NCc1ccccn1)c1cn(-c2ccccc2)nc1-c1ccc(Cl)cc1	-5	.	-14	.	12	.	-17
Cc1cccc(C(=O)Nc2ccc(C(=O)N/N=C/c3cccnc3)cc2)c1	-12	0	0	-2.0	8	0	1
Cc1ccc(OCC(=O)Nc2nnn(C)n2)c(C)c1	0	.	.	.	-7	.	-4
O=C(Cc1c(F)cccc1Cl)Nc1cc(S(=O)(=O)N2CCOCC2)ccc1N1CCCC1	0	7	-4	-3.0	0	11	3
CC1=NN(C(=O)CCc2ccccc2)C(c2ccccc2)C1 (stereo not given)	-10	-2	-36	1.1	.	3	17
O=C(CCN1C(=O)/C(=C/c2ccc(F)cc2)SC1=S)NC1CCS(=O)(=O)C1 (stereo not given)	-8	.	8	1.4	-5	5	-5
O=C(NNS(=O)(=O)c1ccc(F)cc1)C1CCN(Cc2cccc(F)c2)CC1	1	9	1	-0.7	0	-5	0
CCNC(=O)c1cc2c(c(-c3cccc(-c4ccccc4F)c3)n1)[C@H](CCO)N(C(=O)CC)C2	7	22	3	0.4	.	8	-23
CCOC(=O)NC(=O)CN1C(=O)NC2(CCc3ccccc32)C1=O (stereo not given)	10	2	4	-1.9	0	13	6

(listing goes on)
SMILES	FN deposit inh	EWS-Fli inh	PAX8 inh HTS	F508del corr	miR-122 sensor	DENV2 CPE	GSIS activator
O=C(CSc1ccc2nnc(-c3ccccn3)n2n1)Nc1ccccc1C(F)(F)F	-4	7	14	1.9	.	12	38
COc1ccc(-c2csc(C(NC(C)=O)c3ccccc3)n2)cc1 (stereo not given)	.	-6	-17	-0.2	-4	-1	0
CC(C)C#Cc1ccc([C@H]2[C@@H](CO)N3C(=O)CN(S(=O)(=O)c4ccccc4)C[C@@H]23)cc1	-6	-15	10	-0.2	.	-4	-19
COc1ccc(OCC(O)CN(C)C(=O)/C=C/c2cccc([N+](=O)[O-])c2)cc1 (stereo not given)	3	2	20	-0.1	.	-2	-3
CCC(=O)Nc1cccc(-n2nnnc2SCC(=O)c2ccc(C)c(C)c2)c1	.	-29	-57	.	.	3	17
O=C1CC(C(=O)N(CC2CCCO2)C(C(=O)NC2CCCCC2)c2ccncc2)CS1 (stereo not given)	7	.	.	.	-7	.	12
O=C(NCC[C@@H]1CC[C@H](NS(=O)(=O)c2ccccc2)[C@H](CO)O1)c1cc(Cl)cc(Cl)c1	-14	10	8	-0.3	-7[16.7 µM]	3	7
CC1Cc2nc(SCC(=O)Nc3ccc4c(c3)OCO4)n(CCc3ccccc3)c(=O)c2S1 (stereo not given)	9	4	17	-2.7	-13	-2	-33
COCCCNC(=O)[C@]1(Cc2ccccc2N=[N+]=[N-])N=C(c2ccc(OCCCO)cc2)O[C@@H]1c1ccccc1N=[N+]=[N-]	.	2	13	3.7	.	0	.
O=S1(=O)C=C(SCCN2CCCC2)c2ccccc21	1	.	13	.	3	.	.
Cc1cc(NS(=O)(=O)c2ccc(NC(=O)COc3ccc(C#N)cc3)cc2)nc(C)n1	0	0	-3	3.2	9	-2	6
COC(=O)N1c2ccccc2CCc2ccccc21	0	12	-23	-0.3	5	3	-5
